Assay outcomes from PubChem.
PvdQ acylase: P. aeruginosa PvdQ acylase inhibitors, primary screen, biochemical, fluorescence, plate reader and imaging, single point; PvdQ acylase [Pseudomonas aeruginosa LESB58]; 0.063% of 340,000 active; purified PvdQ acylase; inhibition, % at 10 µM; AID 488965, 2010; in the data active = inhibition above about 30%, passing the limit was not always enough;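 also: 0% = vehicle neutral wells and 100% = reference inhibitor wells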
PfHsp90 yeast 2: growth inhibition of PfHsp90-expressing yeast, primary screen, antimalarial PfHsp90 inhibitor project, S. cerevisiae, BacTiter-Glo luminescence, single point, set 2. BacTiter-Glo ATP, 48 h; yeast lacking PDR1 and PDR3 efflux regulators. inhibition, % at 9.4 µM. 0.32% of 310,000 active;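 active = every replicate shows inhibition above about 80%, whatever the replicate mean, limit read from the data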;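 also: 0% = DMSO neutral controls and 100% = 20 µM radicicol positive controls; yeast relying on Plasmodium falciparum Hsp90 in place of its own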
NSD2 HMT inh: NSD2 histone methyltransferase inhibitors, primary screen, biochemical, AlphaScreen, single concentration, set 2; Histone-lysine N-methyltransferase NSD2 (Homo sapiens), O96028; NSD2 peptide methylation, 120 min; inhibition, % at 12.5 µM; 0.54% of 310,000 active; AID 743445, 2014; in the data active = inhibition above about 50%
dFosB activator: activators of delta FosB homodimer, primary screen, biochemical, fluorescence polarization, TAMRA-CDK5 oligo, single point; 0.99% of 340,000 active; AID 493131, 2011; purified delta FosB; percent of positive-control signal above neutral wells; activation, % at 25 µM;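 active = mean activation above about 17%, with every replicate also reaching it, limit read from the data, passing the limit was not always enough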;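 also: fluorescence polarization rise as delta FosB binds a TAMRA Cdk5 AP-1 oligo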
Target sequence (P13346 whole entry, looked up): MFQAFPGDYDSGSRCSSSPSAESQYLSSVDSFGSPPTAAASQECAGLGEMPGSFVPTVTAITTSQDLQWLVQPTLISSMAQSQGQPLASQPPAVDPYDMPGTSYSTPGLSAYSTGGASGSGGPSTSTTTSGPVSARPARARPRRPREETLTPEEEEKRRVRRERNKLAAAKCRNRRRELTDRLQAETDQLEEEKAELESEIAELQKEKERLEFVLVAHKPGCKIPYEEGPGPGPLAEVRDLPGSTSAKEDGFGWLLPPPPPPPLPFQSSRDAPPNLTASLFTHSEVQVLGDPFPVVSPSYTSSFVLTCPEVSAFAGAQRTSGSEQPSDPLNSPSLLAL
SR-BI DiI inh: inhibitors of SR-BI mediated HDL lipid uptake, primary screen, ldlA[mSR-BI] cells, fluorescence, single point. 0.96% of 320,000 active. inhibition, % at 12.5 µM. Scavenger receptor class B member 1 (Mus musculus), Q61009. AID 488896, 2010. ldlA[mSR-BI] CHO cells, DiI-HDL uptake fluorescence, 3 h;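 active = mean replicate inhibition of at least 70% and a set share of replicates each scoring 70 or more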;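 also: 0% = median of neutral control wells and 100% = median of positive control wells; values of inactives mirror those of a sister screen read the other way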
Target sequence (Q61009 whole entry, looked up): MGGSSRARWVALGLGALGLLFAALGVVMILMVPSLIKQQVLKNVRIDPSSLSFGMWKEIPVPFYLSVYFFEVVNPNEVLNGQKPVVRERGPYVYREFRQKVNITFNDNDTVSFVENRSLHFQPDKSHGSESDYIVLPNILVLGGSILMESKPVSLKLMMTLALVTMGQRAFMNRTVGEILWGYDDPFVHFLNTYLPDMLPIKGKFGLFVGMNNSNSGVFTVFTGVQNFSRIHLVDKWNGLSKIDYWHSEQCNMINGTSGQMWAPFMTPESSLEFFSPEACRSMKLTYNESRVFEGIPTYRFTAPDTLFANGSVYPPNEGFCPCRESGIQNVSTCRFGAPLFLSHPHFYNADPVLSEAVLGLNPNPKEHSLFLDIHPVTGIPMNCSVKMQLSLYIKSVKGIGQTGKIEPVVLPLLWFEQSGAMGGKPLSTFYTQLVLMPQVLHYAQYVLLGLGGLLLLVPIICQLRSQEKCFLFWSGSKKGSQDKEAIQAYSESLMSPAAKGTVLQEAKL
SR-BI uptake up: activators of SR-BI mediated DiI-HDL uptake, primary screen, ldlA[mSR-BI] CHO cells, DiI fluorescence | activation, % at 12.5 µM | 3 h; 100 = double the neutral-control signal | 0.096% of 320,000 active;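 active = mean replicate activation of at least 60% and every replicate at or above 60%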;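 also: 0% = median plate neutral-control signal and 100% = twice that signal; values of inactives mirror those of a sister screen read the other way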
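Material: SR-BI-overexpressing, LDLR-lacking CHO cells; schedule: compound exposure 3 h, 37 °C; reagent: DiI-labelled HDL at 10 µg/mL final; technique: bottom-read fluorescence, 550/595 nm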
CAL PDZ FP-1: CAL PDZ peptide-binding inhibitors, primary screen, biochemical, fluorescence polarization, Cer-tagged CAL PDZ, HTS | Golgi-associated PDZ and coiled-coil motif-containing protein (Homo sapiens), Q9HD26 | purified CAL PDZ, TMR-peptide fluorescence polarization, 1 h | inhibition, % at 20 µM | 0.02% of 330,000 active | AID 504414, 2011;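 active = highest replicate inhibition of at least 40%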;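 also: plate controls were DMSO neutral control wells for no effect and unlabeled competitor peptide control wells for full effect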
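System: tagged CAL PDZ domain. Schedule: 1 h room-temperature incubation prior to read. Signal: fluorescence polarization (mP). Measure: percent inhibition from loss of millipolarization.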
MITF act: activators of MITF-driven TRPM1 promoter reporter, primary screen, cell-based, SK-MEL-5, luciferase, single point; activation, % at 12.5 µM; SK-MEL-5 TRPM1-promoter luciferase, 24 h; % of positive control, neutral wells = 0; 0.75% of 300,000 active;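 active = mean activation of at least 80% with every replicate also reaching 80%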;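 also: 0% = neutral control wells and 100% = parthenolide positive control wells; values of inactives mirror those of a sister screen read the other way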
CAL PDZ FP-2: untagged CAL PDZ binding inhibitors, primary screen, biochemical, fluorescence polarization, HTS; Golgi-associated PDZ and coiled-coil motif-containing protein (Homo sapiens), Q9HD26; purified CAL PDZ, TMR-peptide fluorescence polarization, 1 h; inhibition, % at 24.9 µM; 0.92% of 300,000 active; AID 602252, 2012;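 active = mean inhibition of at least 30% with at least half of replicates also reaching 30%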;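 also: 0% = DMSO neutral control and 100% = excess unlabeled competitor peptide PRC23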
Rtt109 HAT inh: inhibitors of C. albicans Rtt109/Vps75 HAT, primary screen, biochemical, ThioGlo CoA-SH fluorescence, plate reader | inhibition, % at 34.9 µM | purified Rtt109/Vps75, 4 h | Histone acetyltransferase RTT109 (Candida albicans (strain SC5314 / ATCC MYA-2876)), … | 0.16% of 330,000 active;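 active = inhibition of at least 50% in every replicate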
Starred values were filed as active, the others as inactive; . = not tested or not shown.

Preview, 2 compounds:
molecule	PvdQ acylase	PfHsp90 yeast 2	NSD2 HMT inh	dFosB activator	SR-BI DiI inh	SR-BI uptake up	CAL PDZ FP-1	MITF act	CAL PDZ FP-2	Rtt109 HAT inh
CCCN1Cc2cccc(C(=O)N3CCN(c4cc(Cl)ccc4C)CC3)c2C1=O	8	-25	.	-15	25	-25	0.1	.	-6	9
Cc1ccc2nc(/C(C#N)=C/c3cn[nH]c3-c3ccc(F)cc3)[nH]c2c1	-15	-8	-2	0	24	-24	-3.9	10	-1	-10

The list itself, previewed entries included:
molecule	PvdQ acylase	PfHsp90 yeast 2	NSD2 HMT inh	dFosB activator	SR-BI DiI inh	SR-BI uptake up	CAL PDZ FP-1	MITF act	CAL PDZ FP-2	Rtt109 HAT inh
CCCN1Cc2cccc(C(=O)N3CCN(c4cc(Cl)ccc4C)CC3)c2C1=O	8	-25	.	-15	25	-25	0.1	.	-6	9
Cc1ccc2nc(/C(C#N)=C/c3cn[nH]c3-c3ccc(F)cc3)[nH]c2c1	-15	-8	-2	0	24	-24	-3.9	10	-1	-10
CN(CC1CCCO1)S(=O)(=O)c1ccc(C(=O)Nc2nc(-c3ccccn3)cs2)cc1 (stereo unspecified)	-4	0	.	-13	45	-45	-1.6	-56	-1	-7
COc1ccc(NC(=O)CCNC(=O)c2ccco2)cc1Cl	-7	2	-5	-1	3	-3	-3.4	15	-2	-4
CN(C(=O)CC1C(=O)NCCN1Cc1ccc2ccccc2c1)C1CCOCC1 (stereo unspecified)	-4	.	4	-7	-29	29	-3.0	2	-2	-3
CCc1ccc(CN(C)CC(=O)Nc2ccc(S(=O)(=O)N3CCOCC3)cc2)cc1	-13	-14	1	-11	-1	1	-0.7	-8	1	4
Cc1ccc(C(=O)CCNc2ccccc2)o1	-4	23	-1	-4	10	-10	-0.4	18	-2	1
Cc1ccsc1/C=N/NC(=S)NCc1ccccc1	-16	-9	0	11	-5	5	1.4	7	-8	2
COC1OC(COC(=O)CNC(=O)OC(C)(C)C)C(O)C(O)C1O (stereo unspecified)	-13	9	-4	-2	4	-4	-1.6	-11	-3	.
COc1cc(/C=C/C(=O)c2ccc(C)c([N+](=O)[O-])c2)cc(OC)c1O	0	1	-1	-2	24	-24	0.1	-5	0	1
CCn1cc(C(=O)N[C@@H](C)C(=O)NCCCN2CCOCC2)c(=O)c2cc3c(cc21)OCO3	-3	10	-8	0	-19	19	-2.9	14	-2	-14
O=C(N/N=C/c1cn(-c2ccccc2)nc1-c1cc2ccccc2o1)c1ccncc1	4	-4	1	1	9	-9	-19	37	-6	-3
Cc1ccc(S(=O)(=O)CCC(=O)NCc2ccccc2F)cc1	4	4	-1	0	-12	12	-0.6	-2	-3	0
COc1ccc(CN2C(=O)CSC2c2ccncc2)cc1 (stereo unspecified)	3	16	-3	-1	-25	25	-0.4	-2	-4	13
c1ccc(CNc2ncnc3scc(-c4cccs4)c23)nc1	-5	-2	6	-14	.	.	1.1	-27	9	4
COc1ccccc1CNC(=O)COc1ccc(C)nc1[N+](=O)[O-]	9	-5	-3	-5	3	-3	-1.8	6	-2	1
Cc1ccc2c(c1)C(=O)CCN2	8	-14	-2	2	-19	19	-0.1	3	0	2
CCC(=O)Nc1nc2c(s1)COc1ccccc1-2	2	10	.	-7	16	-16	0.5	1	0	13
COCCN(C(=O)CSc1nc2ccc(C)cc2[nH]1)c1c(N)n(Cc2ccccc2)c(=O)[nH]c1=O	-9	-49	-1	0	-14	14	-2.0	-25	-2	2
COc1ccc(-c2noc(COc3ccc4ccccc4c3Br)n2)cc1OC	-14	30	0	-7	-12	12	0.0	3	-5	-5
CCc1ccc(CN(C(=O)c2cccs2)C2CCS(=O)(=O)C2)cc1 (stereo unspecified)	0	-13	5	-15	-21	21	-2.4	2	-6	5
Cc1ccc(C(=O)N(C)CC(=O)Nc2cccc(F)c2)cc1S(=O)(=O)N1CCCCC1	-5	-19	1	-13	43	-43	-0.9	6	.	10
O=S(=O)(NCCCN1CCOCC1)c1ccc(Cl)cc1	-6	-7	9	8	-10	10	-2.3	-7	-2	2
Fc1ccc(Nc2ncnc3ccccc23)cc1	-12	-5	-1	-5	13	-13	-1.0	7	-4	8
COc1ccc(/C=N/OCC(=O)N=Nc2c(O)[nH]c3ccc(Br)cc23)cc1OC	-9	20	6	0	1	-1	-0.9	-13	6	0

The list goes on.
molecule	PvdQ acylase	PfHsp90 yeast 2	NSD2 HMT inh	dFosB activator	SR-BI DiI inh	SR-BI uptake up	CAL PDZ FP-1	MITF act	CAL PDZ FP-2	Rtt109 HAT inh
Cc1ccc(CN2CCNC(=O)C2CC(=O)NCc2csc(C(C)C)n2)cc1 (stereo unspecified)	7	8	0	2	-7	7	-1.0	1	-4	-6
CCOC(=O)c1sc(NC(=O)C(CC)Sc2nc3ccccc3[nH]2)nc1C (stereo unspecified)	-5	-10	1	5	25	-25	-1.9	1	-1	-4
CC(C)CCNC(=O)Cn1c2c(c(-c3ccccc3Cl)cc1=O)CCC2	1	-13	.	-1	27	-27	-0.2	.	.	-1
CCOc1ccc(-c2cc(C(=O)N/N=C/c3cccnc3)c3ccccc3n2)cc1	-21	-3	0	-13	54	-54	-3.8	18	-4	-7
Cc1cc2ncn(C(=O)c3cc(-c4ccccc4)nc4ccccc34)c2cc1C	-9	-10	1	0	-3	3	0.1	10	0	-3
COc1ccccc1CNC(=O)CSc1ccccc1	-5	7	2	-1	10	-10	-2.4	33	-1	3
Cc1ccc(NC(=O)C(NC2CCCC2)c2ccccc2)cc1Cl (stereo unspecified)	-13	-5	-6	1	6	-6	-1.1	4	58*	2
Cc1ccc(S(=O)(=O)NCCC(=O)NCCN2CCCCCC2)cc1	4	-15	.	-4	-6	6	-1.9	-9	0	.
COc1ccc(C)cc1NC(=O)c1cc(C2CC2)nc2c1c(C)nn2C1CCS(=O)(=O)C1 (stereo unspecified)	-9	-5	0	-7	29	-29	-1.4	6	.	4
COc1cccc(NC(=O)CSc2nnc(-c3ccoc3C)n2CC2CCCO2)c1 (stereo unspecified)	-8	.	-12	-5	-8	8	-1.4	.	2	1
Cc1ccc(C(=O)CSc2nnc(CNc3ccc(F)cc3)o2)cc1	-14	-12	-3	1	-3	3	-22	0	1	2
COc1ccc(-c2c(C#N)c(SCC(=O)Nc3ccccc3)nc3c2CCCC3)cc1	-4	-12	-2	-15	47	-47	-0.2	5	1	-30
Cc1nc(-c2ccc(F)cc2)c(CC(=O)Nc2ccc(C)c(S(=O)(=O)N3CCOCC3)c2)s1	-13	-9	-1	-6	59	-59	-1.2	0	0	2
CCCOc1ccc(N2C(=O)CC(N(CCc3ccc(OC)c(OC)c3)C(=S)Nc3ccccc3)C2=O)cc1 (stereo unspecified)	-2	-8	30	-1	3	-3	-1.7	3	1	-4
CCc1nc(SCC(=O)N2CCc3ccccc32)c2oc3ccccc3c2n1	-2	20	.	0	.	.	-2.6	5	-1	38
CC1(C(=O)NC2CCCC2)CCC(=O)N1Cc1ccc2c(c1)OCO2 (stereo unspecified)	-4	-31	1	2	-6	6	0.6	2	1	-1
CC1OC(OC2C(CO)OC(OC3C(CO)OC(O)C(O)C3O)C(O)C2O)C(O)C(O)C1N[C@@H]1C=C(CO)[C@@H](O)C(O)[C@H]1O (stereo partly specified)	-10	-1	.	-2	3	-3	0.2	15	1	-6
Cc1cc(C)c(S(=O)(=O)N2CCOC2CNC(=O)C(=O)NCCCn2ccnc2)c(C)c1 (stereo unspecified)	-11	5	.	-10	.	.	-0.7	2	0	-1
CC1(C)C=Cc2c(ccc3c2OC[C@H](c2ccc(O)cc2O)C3)O1	-5	106*	.	-4	17	-17	0.4	45	0	15
Cc1c(NC(=O)Nc2ccccc2C(F)(F)F)c(=O)n(-c2ccccc2)n1C	-7	18	-2	-1	1	-1	0.9	9	-5	3
Cc1cc(NC(=O)CSc2nc(N)c(NC(=O)c3ccco3)c(=O)[nH]2)no1	-3	-24	-6	4	10	-10	-1.6	2	-5	2
Cc1cccc(C)c1Nc1nnc(SCC(=O)NC2CCS(=O)(=O)C2)s1 (stereo unspecified)	-8	-8	-1	-11	7	-7	-0.2	2	-3	-6
CC1CCCC(C)N1C(=O)/C=C/c1ccc(S(=O)(=O)N2CCOCC2)cc1 (stereo unspecified)	-2	.	-2	-5	6	-6	-1.4	-8	-4	3
CC(=O)N1CCc2cc(S(=O)(=O)N3CCc4ccccc43)ccc21	-11	-7	1	-2	22	-22	-0.8	0	-2	0
COc1ccc(CN2CCN(c3cccc(C)c3C)CC2)cc1OC	-13	-2	2	-3	2	-2	-0.1	-16	.	6
COc1ccc(C(=O)Nc2cc(C(=O)O)cc(C(=O)O)c2)cc1Cl	-10	-36	3	7	-2	2	-0.3	-11	-5	-2
CCn1c(=O)c(=O)[nH]c2cc(C(=O)N3CCN(Cc4ccc5c(c4)OCO5)CC3)ccc21	-2	-8	0	5	-4	4	-1.2	10	.	2
